Screening data from PubChem.
TRPM1 prom inh: MITF TRPM1 promoter inhibition in SK-MEL-5 cells. AID 488899. inhibition, % at 12.5 µM. 330,000 tested, 0.83% active. SK-MEL-5 TRPM1 promoter luciferase, 24 h;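 active = mean inhibition across replicates of 60% or more, whatever share of single replicates reaches that level; inconclusive = some that reach 60%, reason not given; inactive = mean inhibition across replicates below 60%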; note: values of inactives mirror those of a sister screen read the other way
CaV13 ICDI inh: Primary screen for inhibitors of IQ motif and Ca2+-dependent inactivation inhibitor domain binding in CACNA1D, Förster resonance energy transfer in living cells, …; HEK cells, CFP/YFP FRET ICDI-IQ, plate reader, 10 min; percent FRET-ratio fall versus neutral wells; inhibition, % at 12.3 µM; 340,000 tested, 0.098% active; AID 743397;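 active = mean replicate inhibition of at least 30% and at least 1% of replicates passing that level; inconclusive = only one of the two criteria is met; inactive = neither criterion is met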;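 note: 0% = median of the neutral control wells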
Exocytosis inh: blocks lytic granule exocytosis. TALL-104 LAMP-1 surface exposure, flow cytometry; cells stimulated with thapsigargin and PMA. inhibition, % at 10 µM. 360,000 tested, 0.66% active;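 active = inhibition above about 55%, limit read from the data; inconclusive = no clear call, values can overlap the other calls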
Peg3 promoter: Peg3 promoter activity inhibition. HeLa PEG-Prom luciferase reporter, luminescence, overnight. inhibition, % at 20 µM. 360,000 tested, 1.7% active;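 active = inhibition of at least 50% at 20 µM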
NR2E3 ag-1: activates human NR2E3 receptor; CHO-S Gal4-NCOR/VP16-NR2E3 two-hybrid, luciferase; inhibition of corepressor binding, % at 3.98 µM; 360,000 tested, 0.35% active; AID 602229;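 active = inhibition above the mean of all tested compounds plus 3 SD, cut at about 70% in these data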;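 note: 0% = DMSO with NR2E3 transfected cells and 100% = cells lacking NR2E3 construct; higher means lower luciferase signal from less NR2E3 corepressor binding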
Target sequence (Q9Y5X4 whole entry, looked up, the tested form may be a part): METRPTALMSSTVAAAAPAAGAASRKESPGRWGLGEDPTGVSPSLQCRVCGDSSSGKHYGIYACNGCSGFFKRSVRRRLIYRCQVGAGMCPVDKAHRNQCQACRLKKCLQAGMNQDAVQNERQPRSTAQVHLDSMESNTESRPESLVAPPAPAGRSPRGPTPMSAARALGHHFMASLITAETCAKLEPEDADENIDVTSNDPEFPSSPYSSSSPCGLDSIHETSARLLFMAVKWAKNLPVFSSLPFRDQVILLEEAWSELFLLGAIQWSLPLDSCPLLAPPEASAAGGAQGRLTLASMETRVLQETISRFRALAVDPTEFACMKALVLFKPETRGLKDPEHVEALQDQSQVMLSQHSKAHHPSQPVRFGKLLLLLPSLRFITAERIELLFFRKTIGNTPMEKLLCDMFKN
iPSC survival up: increases survival of single human iPS cells | survival enhancement, % at 20 µM | 360,000 tested, 0.044% active | AID 602274 | hiPSC single-cell survival, ATPlite luminescence; 100% = ROCK inhibitor wells, 0% = DMSO; in the data active = survival enhancement above about 18%;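 note: cells exposed to compounds for 16 hours before the ATP read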
aDG glyco act: alpha-DG glycosylation activation | AID 624168 | 360,000 tested, 0.22% active | activation, % at 10 µM | Pro5-aDG cells, alpha-DG glycosylation AlphaScreen (IIH6); 0% Pro5, 100% B10-LARGE cell signal;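 active = activation of at least 8% versus controls, or a plate z-score of at least 8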;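 note: Pro5 are CHO cells carrying HIG-tagged alpha-DG that lacks glycosylation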
PDI turbidity: blocks human protein disulfide isomerase activity. inhibition, % at 10 µM. 350,000 tested, 0.052% active. PDI insulin aggregation turbidity, A650, 90 min. AID 588391;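 active = mean inhibition across replicates of 30% or more, whatever share of single replicates reach that level; inconclusive = mean inhibition below 30% while every single replicate reaches 30%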;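 note: absorbance from insulin aggregation driven by PDI reduction with DTT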
Target sequence (P07237 whole entry, looked up): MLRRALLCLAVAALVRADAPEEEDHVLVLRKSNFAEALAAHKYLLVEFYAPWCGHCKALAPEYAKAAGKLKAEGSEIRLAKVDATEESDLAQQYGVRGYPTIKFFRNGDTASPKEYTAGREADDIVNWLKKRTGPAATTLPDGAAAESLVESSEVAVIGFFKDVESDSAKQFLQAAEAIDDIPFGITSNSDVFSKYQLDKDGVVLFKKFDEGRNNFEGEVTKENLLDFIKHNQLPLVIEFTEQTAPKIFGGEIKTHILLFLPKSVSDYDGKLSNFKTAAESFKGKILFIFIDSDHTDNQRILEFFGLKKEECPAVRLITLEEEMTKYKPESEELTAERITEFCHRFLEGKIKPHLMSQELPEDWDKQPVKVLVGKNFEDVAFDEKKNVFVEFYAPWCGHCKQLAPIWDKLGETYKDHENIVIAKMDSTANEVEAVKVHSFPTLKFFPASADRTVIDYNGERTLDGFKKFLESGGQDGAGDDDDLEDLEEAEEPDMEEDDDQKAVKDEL
HIF-2a inh: HIF-2a inhibition. 786-0 RCC cells HIF-2a reporter, luciferase luminescence, overnight. inhibition, % at 18.8 µM. 360,000 tested, 0.72% active;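 active = inhibition of the luminescence signal of 40% or more relative to plate controls, in a single-dose primary screen at 18.75 µM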
Vif imaging: inhibitors of HIV Vif. HEK293T cells, Vif self-association by quenched fluorescence, imaging, 24 h. 340,000 tested, 0.35% active. inhibition, % at 7.49 µM. AID 602346; in the data active = inhibition above about 50%, passing the limit was not always enough; inconclusive = no clear call, values can overlap the other calls; inactive = below about 31%; note: some results filed as inactive read as strong as hits
NR2E3 ag-2: agonists of human nuclear receptor NR2E3. 320,000 tested, 0.12% active. inhibition of corepressor binding, % at 4.78 µM. GST-NR2E3/biotin-RetCOR TR-FRET, 1536-well. AID 2300. Q9Y5X4;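 active = percent inhibition above the cutoff of mean plus 3 SD of all tested compounds, set per screening campaign, cut at about 20% in these data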;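 note: 0% = DMSO wells and 100% = biotin wells as full block of FRET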
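Material – GST-tagged NR2E3 plus biotinylated RetCOR corepressor · Quantity – NR2E3 fusion 1.35 nM · Times – 5 h incubation at 4 °C · Medium – pH 7.5 Tris-based buffer · Technique – TR-FRET, Eu(K)-anti-GST donor, streptavidin-D2 acceptor, ex 340, em 617/671 nm · Benchmarks – high control biotin, low control 0.6% DMSO · Format – 1536-well plates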
* = called active by the depositor; i = inactive; ? = inconclusive; . = not tested or not shown. This is a random part of the collection (roughly 3.5% active in at least one column).

smiles	TRPM1 prom inh	CaV13 ICDI inh	Exocytosis inh	Peg3 promoter	NR2E3 ag-1	iPSC survival up	aDG glyco act	PDI turbidity	HIF-2a inh	Vif imaging	NR2E3 ag-2
Cc1cccc(CN(C)CCc2ccccn2)c1	-3	-4	2	9	2	0.2	0.2	-3	6	0	-2
O=C1c2ccccc2C2(c3ccccc3)NCCN12 (stereo unspecified)	10	-5	4	14	-1	-2.5	-0.2	4	18	-1	3
O=C(c1cnn(C(=O)COc2ccc(Cl)cc2)c1)c1ccccc1O	-10	1	-11	-6	-11	-0.3	-0.1	0	-2	-2	-2
O=C(O)c1cccc(N/N=C/c2ccc(-c3ccccc3)cc2)c1	24	4	25	-43	-139	-2.1	-0.2	4	8	2	.
CC1C=CCC2C(=O)N(c3cccc(C(=O)NCc4ccccc4)c3)C(=O)C12 (stereo unspecified)	-7	-4	-1	14	12	-0.8	0.0	6	17	-2	1
c1cncc(Nc2nc(-c3ccncc3)cs2)c1	-44	-9	0	-87	19	1.4	0.0	0	-59	3	2
Cc1ccc(CNC(=O)CCS(=O)(=O)c2cc3c(cc2C)NC(=O)CO3)cc1	-1	-12	0	3	13	0.8	-0.1	.	10	5	4
COc1ccc(S(=O)(=O)N2CCOCC2)cc1NC(=O)CSc1nnc(NC2CC2)s1	0	-9	0	9	-23	-1.9	0.1	-3	5	-4	.
O=C(NC1CCCC1)c1ccc(Cl)c(S(=O)(=O)N2CCCCC2)c1	-4	-5	7	2	-12	-0.5	0.1	5	4	-4	3
COc1ccc(/C=C/C(=O)Nc2cccc(C(C)=O)c2)cc1	-41	0	3	-233	-86	-2.5	-0.3	-7	-232	-7	3
CCN(CC)c1ccc(NC(=O)COC(=O)c2ccc3ccccc3n2)cc1	13	-5	-3	8	-4	-1.1	-0.3	1	0	-5	3
Cc1ccc(C)c(NC(=S)NC2CC3CCC(C2)N3Cc2ccco2)c1 (stereo unspecified)	-2	-5	1	-3	7	-4.4	0.5	22	9	5	-1
CC(C)(C)[C@H]1C=C(C(=O)NCc2ccccc2)O[C@@H](OCCCCO)C1	5	-4	10	-24	-8	6.9	-0.1	-2	-21	5	0
Cc1cccc(N2CCN(C(=O)c3ccc4c(c3)NC(=O)C(CSCc3cccc(F)c3)N4)CC2C)c1 (stereo unspecified)	1	-5	7	9	8	-0.2	-0.5	-12	10	61*	0
O=C(COc1ccc(Br)cc1)N1CCNC1=O	-40	-2	0	-33	-20	-0.1	-0.4	0	-67	2	2
Cc1ccccc1NS(=O)(=O)c1ccc2[nH]cc(C(=O)N(C)Cc3ccco3)c(=O)c2c1	7	.	1	1	-5	-1.5	0.6	-12	19	3	2
CC1(NC(=O)Cc2c(Cl)cccc2Cl)CCS(=O)(=O)C1 (stereo unspecified)	-13	-20	2	11	-18	-2.5	0.0	6	11	5	2
CC(OC(=O)CCC(=O)c1cccs1)C(=O)NC1CCCCC1C (stereo unspecified)	-3	-3	6	-31	-6	-2.5	0.8	4	-45	14	1
CC(=O)NC(Cc1cccc(C)c1)C(=O)NC1CCN(c2ncccc2[N+](=O)[O-])CC1 (stereo unspecified)	1	-5	1	-4	4	-0.5	0.3	-3	3	-2	3
Cc1nn(Cc2ccc(Cl)cc2)c(C)c1NC(=O)c1cc(-c2ccc3c(c2)OCO3)on1	-2	-3	0	26	58	-1.3	1.9	1	-12	-6	-1
CCC(C)N1C(=O)/C(=C/c2c(NCCCOC(C)C)nc3c(C)cccn3c2=O)SC1=S (stereo unspecified)	15	-9	-5	3	-17	-0.7	-0.3	7	-15	i	3
O=C(O)c1ccc(-c2nn3c(=O)cc(N4CCNCC4)nc3s2)cc1	.	-5	0	-10	-1	1.1	-0.1	3	-4	.	.
CCOC(=O)/C(=N\O)C1=NC(C)(C)Cc2ccccc21	9	-17	11	11	5	-1.5	0.1	3	10	?	-1
CCOCC(O)CSCc1ccc(Cl)cc1 (stereo unspecified)	-3	-4	0	8	7	1.0	-0.4	3	12	-6	-1
COc1ccc(NC(=O)C(C/C=C(/C)Cl)C(C)=O)cc1 (stereo unspecified)	6	-1	-2	6	8	-2.0	-0.1	4	10	6	1

Part of the list above in order of heavy-atom count, lowest first.
smiles	TRPM1 prom inh	CaV13 ICDI inh	Exocytosis inh	Peg3 promoter	NR2E3 ag-1	iPSC survival up	aDG glyco act	PDI turbidity	HIF-2a inh	Vif imaging	NR2E3 ag-2
CCOCC(O)CSCc1ccc(Cl)cc1 (stereo unspecified)	-3	-4	0	8	7	1.0	-0.4	3	12	-6	-1
O=C(COc1ccc(Br)cc1)N1CCNC1=O	-40	-2	0	-33	-20	-0.1	-0.4	0	-67	2	2
c1cncc(Nc2nc(-c3ccncc3)cs2)c1	-44	-9	0	-87	19	1.4	0.0	0	-59	3	2
CC1(NC(=O)Cc2c(Cl)cccc2Cl)CCS(=O)(=O)C1 (stereo unspecified)	-13	-20	2	11	-18	-2.5	0.0	6	11	5	2
CC(OC(=O)CCC(=O)c1cccs1)C(=O)NC1CCCCC1C (stereo unspecified)	-3	-3	6	-31	-6	-2.5	0.8	4	-45	14	1
CCN(CC)c1ccc(NC(=O)COC(=O)c2ccc3ccccc3n2)cc1	13	-5	-3	8	-4	-1.1	-0.3	1	0	-5	3
COc1ccc(S(=O)(=O)N2CCOCC2)cc1NC(=O)CSc1nnc(NC2CC2)s1	0	-9	0	9	-23	-1.9	0.1	-3	5	-4	.
CCC(C)N1C(=O)/C(=C/c2c(NCCCOC(C)C)nc3c(C)cccn3c2=O)SC1=S (stereo unspecified)	15	-9	-5	3	-17	-0.7	-0.3	7	-15	i	3

Continuation.
smiles	TRPM1 prom inh	CaV13 ICDI inh	Exocytosis inh	Peg3 promoter	NR2E3 ag-1	iPSC survival up	aDG glyco act	PDI turbidity	HIF-2a inh	Vif imaging	NR2E3 ag-2
CCOc1ccc(NC(=O)CC2C(=O)NCCN2C(=O)Nc2ccccc2)cc1 (stereo unspecified)	21	-6	0	17	-11	-0.3	0.1	-2	16	-1	-1
Nc1ccc(Nc2ccc([N+](=O)[O-])cc2[N+](=O)[O-])cc1	-8	26	-2	20	-10	-2.3	-0.3	0	17	0	-4
O=C(c1cnc(Cl)c(Cl)c1)N1CCC(Cc2ccccc2)CC1	10	-6	-3	25	9	-1.1	-0.1	-53	23	.	-2
Cc1ccc(N(CC(=O)NC2CCCC2)C(=O)CCC(=O)Nc2nccs2)cc1C	.	-3	1	-11	-17	-0.1	0.4	1	7	4	4
C/C(=N\N1CCN(c2ccc(Cl)cc2)CC1)c1cccc([N+](=O)[O-])c1	4	-2	-2	-4	11	1.2	0.1	-30	11	-2	1
CN(C)c1ccc(C(=S)N2CCN(c3ccc([N+](=O)[O-])cc3)CC2)cc1	12	-8	-3	13	-21	-0.2	-0.1	-2	-24	-4	0
Oc1cccc(C=NN=C2c3ccccc3-c3ccccc32)c1	-9	-6	38	-64	-11	7.8	-0.4	-45	-53	-4	.
O=C1CC(=O)N(Cc2ccco2)C(=S)N1	8	.	0	10	-24	-3.6	0.1	4	25	-5	2
CCCCS(=O)(=O)N1CCN(S(=O)(=O)c2cccs2)CC1	0	.	1	7	-1	0.1	-0.1	0	3	0	0
COc1ccc(CNC(=O)C2CC(C)=CCC2C(=O)O)cc1 (stereo unspecified)	-25	-4	-7	-3	-16	-0.3	0.0	5	7	-4	1
CCCCOc1ccc(C(C)NC(=O)CCS(=O)(=O)Cc2ccc(Cl)cc2)cc1 (stereo unspecified)	5	-19	6	20	3	1.1	0.0	-8	13	4	0
O=C(CCCc1nc2ccccc2s1)N1CCN(c2ccccc2)CC1	3	-18	1	8	8	-0.2	0.1	3	-14	-1	1
C/C(=N\NC(=O)CO/N=C(\C)c1cccs1)c1ccc(N)cc1	10	-14	-2	3	-20	-0.5	0.2	2	8	-1	-1
Cc1cccc(N(C(=O)c2snc(C(N)=O)c2N)C(C(=O)NC2CCCC2)c2ccco2)c1 (stereo unspecified)	1	-2	-8	-15	-26	-0.4	0.0	-6	-13	-6	.
NC(=O)c1ccc(Nc2nc(C(N)COCc3ccccc3)cs2)cc1 (stereo unspecified)	.	-4	19	11	-22	-1.6	0.3	-1	-1	-2	.
COc1ccc(C)cc1NC(=O)C(=O)c1cn(CC(=O)N2CCCC2)c2ccccc12	-12	-6	-5	13	9	0.0	-0.4	6	-1	2	0
COc1cccc(/C=N/NC(=O)c2ccoc2C)c1O	-2	-5	-3	-72	-115	-1.0	0.0	6	-205	-2	-1
CC1(CCc2ccccc2)NC(=O)N(CC(=O)N2CCc3ccccc32)C1=O (stereo unspecified)	.	-14	-18	-5	10	-4.2	-0.1	4	16	.	.
CCOc1ccccc1NC(=O)n1ncc2c(C)cccc21	-10	-21	-2	-114	-11	-0.7	0.1	-3	-200	22	0
O=C(NN=C1CCCCCC1)c1ccc(Cl)s1	-3	-2	8	-16	-11	0.3	-0.4	3	-1	-1	.
CCc1cccc2c(C=C(C#N)C#N)cn(CC(=O)N3CCCCC3)c12	0	-9	-1	20	-8	-1.4	0.4	-12	10	7	2
COc1ccc(CCNC(=O)COc2cc(O)c3c(c2)OC(C)(C)CC3=O)cc1OC	-1	.	4	-9	-33	-0.2	0.1	.	14	-1	1
Cc1[nH]c2ccccc2c1C1=CN2CCS(=O)(=O)N=C2S1	1	-3	-3	15	0	7.7	0.9	3	17	9	2
COc1cccc(N2CCN(C(=O)c3cn(Cc4ccccc4)nc3-c3cccnc3)CC2)c1	24	-3	-4	17	-97	-0.5	0.0	2	11	-8	-1
COc1ccc(NC(=O)N(C)C[C@H]2Oc3ccc(NC(=O)CCN4CCOCC4)cc3C(=O)N([C@H](C)CO)C[C@@H]2C)cc1	2	-5	2	-1	-18	-1.7	0.0	7	-7	15	.
CCN1CCN(Cc2ccc(OCc3ccccc3)cc2)CC1	-42	-9	6	-162	-88	1.2	0.1	-1	-174	-2	-2
COc1cc(NC(=O)Nn2cnnc2)cc(OC)c1OC	7	-3	-6	11	2	0.0	-0.2	-2	9	10	-2
